# Screens deposited in PubChem BioAssay by The Scripps Research Institute Molecular Screening Center.
# pPAFAH inh: pPAFAH enzyme inhibitors, primary screen, biochemical, fluorescence polarization, human; Platelet-activating factor acetylhydrolase (Homo sapiens), Q13093; recombinant pPAFAH, FP-rhodamine probe fluorescence polarization; inhibition, % at 3.39 µM; actives 1.5% (n = 330,000); AID 463082, 2010;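 active = inhibition above the mean inhibition across the screen plus 3 SD, cut at about 25% in these data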;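 also: inhibitors block binding of the rhodamine activity-based probe so polarization drops; 0% = enzyme with DMSO and 100% = wells lacking pPAFAH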
# LYPLA1 counter: LYPLA1 inhibitors, primary screen, counter-screen for PME1 inhibitor project, biochemical, fluorescence polarization, FP-Rh probe ABPP; Acyl-protein thioesterase 1 (Homo sapiens), O75608; recombinant LYPLA1; inhibition, % at 5.9 µM; actives 0.16% (n = 320,000); AID 2174, 2009;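 active = inhibition above the mean of all tested compounds plus 3 SD, set per campaign, cut at about 14% in these data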;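 also: inhibitors block serine hydrolase probe labeling of LYPLA1 so polarization falls; 0% = enzyme with DMSO and 100% = wells lacking LYPLA1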
# PAD4 inh: human PAD4 inhibitors, primary screen, biochemical, fluorescence polarization, 1536-well format. Protein-arginine deiminase type-4 (Homo sapiens), Q9UM07. recombinant PAD4, RCA probe fluorescence polarization. inhibition, % at 6.36 µM. actives 0.41% (n = 330,000);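 active = percent inhibition above a cutoff equal to the mean of all tested compounds plus 3 SD, cut at about 15% in these data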;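 also: 0% = PAD4 with RCA probe and DMSO and 100% = probe without PAD4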
# Target sequence (Q9UM07 whole entry, looked up): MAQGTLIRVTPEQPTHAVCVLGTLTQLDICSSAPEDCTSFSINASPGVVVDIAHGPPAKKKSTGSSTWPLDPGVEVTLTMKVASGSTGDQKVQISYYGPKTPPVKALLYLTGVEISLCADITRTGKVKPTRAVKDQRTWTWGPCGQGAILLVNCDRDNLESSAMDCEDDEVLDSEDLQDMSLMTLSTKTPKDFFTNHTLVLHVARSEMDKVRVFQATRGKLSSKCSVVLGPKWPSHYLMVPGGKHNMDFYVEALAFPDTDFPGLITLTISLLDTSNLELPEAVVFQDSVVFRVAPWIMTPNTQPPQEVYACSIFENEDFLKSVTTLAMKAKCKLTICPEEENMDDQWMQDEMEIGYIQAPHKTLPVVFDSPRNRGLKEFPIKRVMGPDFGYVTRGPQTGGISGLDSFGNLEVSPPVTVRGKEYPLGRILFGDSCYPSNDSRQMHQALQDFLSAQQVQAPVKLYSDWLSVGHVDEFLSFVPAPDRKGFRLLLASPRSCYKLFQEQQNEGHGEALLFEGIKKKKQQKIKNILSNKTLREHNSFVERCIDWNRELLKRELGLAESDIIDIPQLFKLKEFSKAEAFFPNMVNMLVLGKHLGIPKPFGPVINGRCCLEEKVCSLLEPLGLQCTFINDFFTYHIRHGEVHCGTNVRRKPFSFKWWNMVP
# LYPLA2 inh: LYPLA2 inhibitors, primary screen, counter-screen for PME1 inhibitor project, biochemical, fluorescence polarization, FP-Rh probe ABPP | AID 2177, 2009 | recombinant LYPLA2 | inhibition, % at 5.9 µM | actives 0.38% (n = 320,000) | Acyl-protein thioesterase 2 (Homo sapiens), O95372;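 active = inhibition above the screen-wide mean plus 3 SD, limit set per campaign, cut at about 26% in these data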;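 also: 0% = LYPLA2 with DMSO and 100% = wells lacking LYPLA2 enzyme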
# Target sequence (O95372 whole entry, looked up): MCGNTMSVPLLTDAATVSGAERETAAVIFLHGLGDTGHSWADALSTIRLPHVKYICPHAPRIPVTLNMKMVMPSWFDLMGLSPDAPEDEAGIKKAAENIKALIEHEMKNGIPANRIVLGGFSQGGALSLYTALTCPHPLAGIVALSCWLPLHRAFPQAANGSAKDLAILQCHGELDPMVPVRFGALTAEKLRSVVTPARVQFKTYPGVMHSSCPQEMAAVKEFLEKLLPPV
# PREPL inh: PREPL enzyme inhibitors, primary screen, biochemical, fluorescence polarization | inhibition, % at 5.96 µM | recombinant PREPL, fluorescence polarization activity-based probe | Prolyl endopeptidase-like (Homo sapiens), Q4J6C6 | actives 0.68% (n = 320,000); in the data active = inhibition above about 43%;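 also: 0% = enzyme with DMSO and 100% = wells lacking enzyme; many of its hits are not listed in these tables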
# GSTO1 counter: inhibitors of recombinant GSTO1, primary screen, counter-screen for RBBP9 inhibitor project, biochemical, fluorescence polarization | activity-based probe fluorescence polarization | inhibition, % at 5.96 µM | actives 1.1% (n = 300,000);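 active = inhibition above the campaign mean inhibition plus 3 SD, cut at about 35% in these data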;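 also: 0% = GSTO1-1 with DMSO and 100% = wells lacking GSTO1-1 enzyme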
# PAFAH1B2 inh: PAFAH1B2 enzyme inhibitors, primary screen, biochemical, fluorescence polarization, human | AID 492953, 2010 | recombinant PAFAH1B2, FP-rhodamine activity probe | inhibition, % at 3.39 µM | actives 1.2% (n = 340,000) | Platelet-activating factor acetylhydrolase IB subunit alpha2 (Homo sapiens), P68402;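 active = inhibition above the mean of all tested compounds plus 3 SD, cut at about 24% in these data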;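 also: 0% = enzyme with DMSO and 100% = wells lacking PAFAH1B2; many of its hits are not listed in these tables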
# PAFAH2 inh: PAFAH2 enzyme inhibitors, primary screen, biochemical, fluorescence polarization, human | Platelet-activating factor acetylhydrolase 2, cytoplasmic (Homo sapiens), Q99487 | recombinant PAFAH2, FP-rhodamine activity probe | inhibition, % at 3.39 µM | actives 0.99% (n = 340,000) | AID 492956, 2010;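 active = inhibition above the mean over all tested compounds plus 3 SD, cut at about 30% in these data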;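 also: inhibitors block probe labeling of enzyme so polarization drops; 0% = enzyme with DMSO and 100% = wells lacking PAFAH2 protein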
# PAFAH1B3 FP inh: PAFAH1B3 enzyme inhibitors, primary screen, biochemical, fluorescence polarization, human. actives 0.28% (n = 340,000). AID 492972, 2010. Platelet-activating factor acetylhydrolase IB subunit alpha1 (Homo sapiens), Q15102. inhibition, % at 3.39 µM. recombinant PAFAH1B3, FP-rhodamine probe;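 active = inhibition above the screen-wide average of all tested compounds plus 3 SD, cut at about 25% in these data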;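 also: 0% = enzyme with DMSO only and 100% = wells lacking PAFAH1B3 protein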
# The depositor's hits bear a star; · = no result given. Some of the compounds tested, so the mix of outcomes need not match the whole.
SMILES,pPAFAH inh,LYPLA1 counter,PAD4 inh,LYPLA2 inh,PREPL inh,GSTO1 counter,PAFAH1B2 inh,PAFAH2 inh,PAFAH1B3 FP inh
Cc1nc(C(=O)NCCC(C)C)sc1C1(C)CC(c2ccccc2)=NO1 (centres undefined),1,-2,0,4,-6,9,7,-2,10
O=C1N(S(=O)(=O)c2ccccc2F)C(=O)C2(CCCC2)N1S(=O)(=O)c1ccccc1F,3,-1,1,11,7,5,4,-2,12
CCc1nccn1S(=O)(=O)c1cccc([N+](=O)[O-])c1,5,-2,1,6,17,-1,2,5,12
CCCn1c(O)c2ccc(C(=O)N=NC(=O)c3cccnc3)cc2c1O,0,-5,-2,1,23,1,7,-2,-7
CNS(=O)(=O)c1cc(C(=O)OCC(=O)NC2CCCc3ccccc32)ccc1Cl (centres undefined),3,1,2,5,-8,3,1,9,2
NCC(O)COc1ccc2c(c1)OCO2 (centres undefined),3,2,1,2,7,-5,3,-11,5
N#Cc1c(-c2ccco2)ccn(Cc2cccc(F)c2)c1=O,2,-5,0,-2,-7,-1,1,-9,9
Cc1nc(NCc2cccnc2)c2c3c(sc2n1)CC(C)CC3 (centres undefined),5,9,2,10,19,-2,9,4,3
Cc1ccc(S(=O)(=O)N2CCN(C(=O)COc3ccc(NC(=O)c4ccco4)cc3)CC2)cc1,-1,-2,-8,-3,11,7,-1,-1,5
O=C(CN(C(=O)CCC(=O)Nc1ccccn1)c1ccccc1F)NCc1ccc2c(c1)OCO2,1,2,0,6,10,-3,0,-1,5
O=C(C1CC1)N1CCc2cc(S(=O)(=O)NC3CCN(Cc4ccccc4)CC3)ccc21,-1,-1,6,2,13,8,-2,1,-6
COc1ccc(S(=O)(=O)Nc2ccc(N3CCOCC3)cc2)cc1,7,-2,2,6,0,5,-2,7,4
Cc1ccc(S(=O)(=O)Nc2ccc(O)c3cccnc23)cc1,9,0,6,2,11,50*,8,8,8
COc1ccccc1/C=[N+](\[O-])C1SC(=S)N(C)C1(C)C (centres undefined),4,1,1,-5,-1,6,3,5,1
Cc1ccc(C2=NS(=O)(=O)N(C)C(C(=O)Nc3cc(C)n(CC(=O)N4CCCCC4)n3)=C2)cc1,6,1,2,3,-3,-2,0,-4,3
CN1CCN(C(=O)CN(c2ccccc2)S(=O)(=O)N(C)C)CC1,-2,-1,0,2,6,7,·,·,·
CCOc1ccc(NC(=O)CN2CCCC2c2cccs2)cc1S(=O)(=O)N1CCCCC1 (centres undefined),-1,-3,1,-9,4,·,2,6,3
CCOc1cc(/C=C2/C(=N)N3C(=NC2=O)SN=C3S(=O)(=O)CC)ccc1OC(=O)c1ccco1,8,-3,-2,-1,36,6,3,-2,9
Cc1ccc2[nH]c3c(c2c1)CC/C(=C/c1ccccc1)C3=O,10,-2,3,0,9,-5,-1,-5,2
CCOC(=O)N1CCC(NC(=O)CSCc2nc(-c3sccc3C)oc2C)CC1,0,0,0,-1,-2,10,2,-3,3
COc1ccc(/C=C2\SC(=S)N(CCC(=O)NCCCn3ccnc3)C2=O)cc1,-2,-3,-3,5,2,18,6,3,0
O=C(NNC1=NCCCCC1)c1cccc([N+](=O)[O-])c1,2,-2,-3,-5,-4,-2,-8,-1,9
Cn1c(CCNC(=O)c2ccco2)nc2cc(NC(=O)c3ccccc3Cl)ccc21,4,1,-8,2,-12,-3,0,5,2
CNC(=S)N(Cc1ccc(OC)cc1)C1CC(=O)N(c2ccc(Cl)cc2)C1=O (centres undefined),3,0,-2,-5,-15,2,33*,1,-3
COc1ccc(CC(=O)NC(c2ccccc2)c2ccc(C)cc2)c(OC)c1 (centres undefined),2,-2,2,-4,1,6,10,2,0
SMILES,pPAFAH inh,LYPLA1 counter,PAD4 inh,LYPLA2 inh,PREPL inh,GSTO1 counter,PAFAH1B2 inh,PAFAH2 inh,PAFAH1B3 FP inh
C#CC(C)(CC)NC(=O)c1cc2nc(C3CC3)cc(C(F)(F)F)n2n1 (centres undefined),8,1,2,5,-3,6,-2,-5,6
Cc1ccc(Cl)cc1-c1ccc(C=Nc2ccc(N3CCOCC3)cc2)o1,15,-2,7,6,28,2,4,7,9
CCN(CC)c1ccc2cc(C=O)c(=O)oc2c1,-3,-5,-3,-11,14,-10,-1,-9,2
COc1ccc(-n2nnnc2SCC(=O)NNC(=O)c2ccc([N+](=O)[O-])cc2)cc1,5,1,1,0,0,11,-3,4,-1
Cc1cc(NC(=O)CSc2nnc(-c3ccc(Cl)s3)o2)no1,1,-4,-2,-1,18,-1,-4,0,-1
COc1cccc(NC(=O)c2ccc3nc(C)sc3c2)c1,-4,-7,4,-7,1,-1,3,2,-3
CC(C)CNC(=O)c1ccccc1NC(=O)c1ccccc1N(C)S(=O)(=O)c1ccccc1,1,-1,-5,3,3,-1,8,-2,3
CCOC(=O)C1(Cc2cccc(F)c2)CCN(Cc2ccc(COC)o2)CC1,8,1,-5,5,7,6,8,-10,10
CN(C)S(=O)(=O)c1ccc(N2CCCC2)c(C(=O)NCc2ccccc2)c1,27*,-4,-1,7,1,-4,7,5,8
COc1ccc(C(C)=O)cc1CC(=O)Nc1ccc2c(c1)CCC2,-6,-7,-6,-15,1,-2,0,-12,3
COC(=O)c1ccc(C(=O)O)nc1,4,2,5,0,6,8,4,-4,7
Clc1ccccc1Cn1nnc2c(NCCN3CCOCC3)ncnc21,6,0,0,6,15,2,3,0,-4
Cc1cccc(C(=O)NCC(=O)OCC(=O)NC2CCCCCCC2)c1,13,-3,6,4,-8,2,3,1,7
Cc1ccc(S(=O)(=O)N2CCOCC2)cc1NC(=O)CSc1nnc2cc(C)c3ccccc3n12,5,-2,4,6,-1,-1,6,2,3
O=C(COC(=O)c1cccs1)c1ccccc1,9,-6,-7,1,-2,2,4,34*,14
O=C(CCNC(=O)c1ccccc1)Nc1cccnc1,6,6,-2,6,-7,-2,2,3,7
COc1cc(Cl)c(S(=O)(=O)N2CCCC2)cc1Cl,0,-1,1,2,-5,4,3,1,4
CCN(CC)S(=O)(=O)c1ccc(C(=O)NNC(=O)C2COc3ccccc3O2)cc1 (centres undefined),-3,·,-8,·,22,·,0,-4,7
CC(C)(C)c1nnc2sc(SCC(=O)c3ccccc3)nn2c1=O,4,-6,-1,-6,-4,-4,0,-5,7
COc1ccc(NC(=S)N2CCN(C(=O)c3ccco3)CC2)cc1,0,2,-3,8,1,-4,4,-8,6
COc1ccc(Cl)cc1NC(=O)CN(C)C(=O)CCc1nc2ccccc2c(=O)[nH]1,-3,0,2,3,0,·,1,3,10
CC1CCN(c2ccc(C(=O)NCCc3ccccc3)cn2)CC1,1,-3,-2,-3,18,2,5,6,5
Cc1ccc(C)c(NCc2ccccc2CO)c1,3,3,-3,1,0,7,-3,-7,0
CCOc1cc(/C=C2/N=C(c3ccc(C(C)(C)C)cc3)OC2=O)cc(Cl)c1OS(C)(=O)=O,3,-6,3,-8,0,-7,9,7,-1
O=C(c1cnc2n(c1=O)CCS2)N1CCCc2ccccc21,6,6,-1,7,0,5,2,7,-2

# Shown as a hit in pPAFAH inh, among the entries above:
structure	pPAFAH inh	PAD4 inh	PREPL inh	PAFAH1B2 inh	PAFAH2 inh	PAFAH1B3 FP inh
CN(C)S(=O)(=O)c1ccc(N2CCCC2)c(C(=O)NCc2ccccc2)c1	27*	-1	1	7	5	8

# New compounds follow
SMILES,pPAFAH inh,LYPLA1 counter,PAD4 inh,LYPLA2 inh,PREPL inh,GSTO1 counter,PAFAH1B2 inh,PAFAH2 inh,PAFAH1B3 FP inh
CCC(C)NC(=O)Nc1ccc(C)cc1C (centres undefined),0,1,3,-1,-1,5,4,11,5
CN1CCc2c(sc(NC(=O)C3COc4ccccc4O3)c2C(N)=O)C1 (centres undefined),-4,-4,-1,-5,-11,-5,-4,-1,1
O=C(NCCSc1c(-c2ccccc2)[nH]c2ccccc12)c1cc2ccccc2oc1=O,0,-10,0,-4,23,-10,-1,3,2
Cc1ccccc1OC(C)C(=O)NCCCN1CCOCC1 (centres undefined),0,2,4,4,5,-1,-3,-2,-2
O=C(NC(Nc1cc(C(F)(F)F)ccc1Cl)C(=O)c1ccccc1)c1ccccc1 (centres undefined),-1,-21,2,-53,13,-8,-5,-31,-8
Cc1nc2ccccc2c2c1C(=O)N(Cc1cccnc1)C2=O,5,-1,-13,4,7,11,4,7,1
Cc1ccc(NS(=O)(=O)c2ccc(C(=O)NCCCN3CCCC3=O)cc2)cc1C,31*,1,-1,2,-10,7,1,6,1
CC1(C)CC2(CCO1)OC(=O)CC2C(=O)Nc1ccc(Cl)cc1[N+](=O)[O-] (centres undefined),0,3,2,1,-4,13,8,3,5
CCc1cc(=O)oc2c(CNCc3ccccc3F)c(O)c(Cl)cc12,0,-4,0,0,4,1,0,6,6
CC(=O)N1CCN(C(=S)c2ccc(-c3ccc(Cl)cc3)o2)CC1,7,4,-4,4,-3,1,0,0,4
Cc1ccc(-n2c([S-])c(C(=O)NC(C)c3ccccc3)[n+]3ccccc23)cc1 (centres undefined),1,0,-3,-2,2,2,-2,-3,8
Cc1c(C)c(C)c(S(=O)(=O)NCCc2ccccn2)c(C)c1C,2,-4,-2,4,15,4,1,9,6
COC(=O)c1c(C)[nH]c(C(=O)OCC(=O)NC(C)(C)C)c1C,9,5,-1,3,2,-4,1,10,-7
CCC(=O)N1CCN(CCN=CC2=C(O)CC(c3ccc(OC)cc3)CC2=O)CC1 (centres undefined),7,2,2,-1,7,0,1,-1,-3
Cc1cc(C)c(NC(=O)C2CC(=O)N(C(C)C)C2)c(C)c1 (centres undefined),9,1,2,7,-3,0,7,-9,5
O=c1/c(=C\c2ccc3c(c2)OCO3)sc2n1CCCN=2,3,3,-2,9,11,-2,3,4,5
COc1cccc(-n2c(SCC(N)=O)nnc2-c2c[nH]c3ccccc23)c1,7,0,5,0,-4,2,3,-2,0
Cc1nc(Nc2cccc(C(C)O)c2)c2nnn(Cc3ccc(F)cc3)c2n1 (centres undefined),2,-1,0,2,-4,-3,3,5,7
COCCNC(=O)CSc1nc2cc3c(cc2c(=O)n1CCCC(=O)NCc1ccc(OC)cc1)OCO3,4,-3,-2,-1,11,0,2,1,5
Cc1ccccc1NCC(=O)N/N=C\c1ccc([N+](=O)[O-])s1,4,3,-3,3,9,15,4,10,1
Cc1ncn2cc(-c3ccc(Cl)cc3Cl)[nH]c(=O)c12,1,1,0,0,-8,-2,8,3,-1
O=C(Cn1cnc2c(NCc3ccccc3)ncnc21)NCCc1cc2ccccc2[nH]1,-4,·,5,·,·,·,17,-2,5
CC(=O)Nc1ccc(NC(=O)COC(=O)CCc2nc3ccccc3s2)cc1,-5,-1,-5,-8,16,3,-2,0,11
Cc1c(CC(=O)N2C[C@H]3C[C@@H](C2)c2cccc(=O)n2C3)c(=O)oc2cc3occ(C(C)(C)C)c3cc12,11,-5,-4,-2,0,4,-5,5,6
